High-throughput results: PubChem, The Scripps Research Institute Molecular Screening Center
GSTO1 inh: counter-screen for RBBP9 inhibitors: inhibitors of human GSTO1; P78417; recombinant GSTO1, activity-based probe fluorescence polarization; inhibition, % at 5.96 µM; 300,000 compounds, 1.1% hits;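 active means inhibition above the campaign mean inhibition plus 3 SD, cut at about 35% in these data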;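 further: 0% = GSTO1-1 with DMSO and 100% = wells lacking GSTO1-1 enzyme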
PAD4 inh: PAD4 (human) enzyme inhibition. inhibition, % at 6.36 µM. recombinant PAD4, RCA probe fluorescence polarization. AID 485272. 330,000 compounds, 0.41% hits. Q9UM07;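 active means percent inhibition above a cutoff equal to the mean of all tested compounds plus 3 SD, cut at about 15% in these data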;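 further: 0% = PAD4 with RCA probe and DMSO and 100% = probe without PAD4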
PAFAH2 inh: inhibitors of human PAFAH2; recombinant PAFAH2, FP-rhodamine activity probe, fluorescence polarization; inhibition, % at 3.39 µM; 340,000 compounds, 0.99% hits; AID 492956;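 active means inhibition above the mean over all tested compounds plus 3 SD, cut at about 30% in these data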;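 further: inhibitors block probe labeling of enzyme so polarization drops; 0% = enzyme with DMSO and 100% = wells lacking PAFAH2 protein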
PAFAH1B2 FP inh: inhibitors of human PAFAH1B2 | AID 492953 | inhibition, % at 3.39 µM | 340,000 compounds, 1.2% hits | P68402 | recombinant PAFAH1B2, FP-rhodamine activity probe, fluorescence polarization;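 active means inhibition above the mean of all tested compounds plus 3 SD, cut at about 24% in these data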;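 further: 0% = enzyme with DMSO and 100% = wells lacking PAFAH1B2; many of its hits are not listed in these tables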
Target sequence (P68402 whole entry, looked up): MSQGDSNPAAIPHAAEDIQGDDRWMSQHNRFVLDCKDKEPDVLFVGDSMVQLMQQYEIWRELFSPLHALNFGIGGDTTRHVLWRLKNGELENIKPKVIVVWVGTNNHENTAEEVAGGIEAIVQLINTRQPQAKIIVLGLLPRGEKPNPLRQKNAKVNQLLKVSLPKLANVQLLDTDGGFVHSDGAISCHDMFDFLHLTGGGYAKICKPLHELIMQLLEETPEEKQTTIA
Fam108B inh: blocks mouse Fam108B hydrolase in RBBP9 counter-screen | recombinant Fam108B, FP-Rh probe fluorescence polarization | inhibition, % at 9.51 µM | 300,000 compounds, 0.33% hits | AID 1947;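 active means inhibition above the screen mean inhibition plus 3 SD, computed separately per campaign, cut at about 18% in these data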;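 further: inhibitors lower polarization as less probe binds the enzyme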
PAFAH1B3 inh: blocks human PAF acetylhydrolase 1B catalytic subunit 3; recombinant PAFAH1B3, FP-rhodamine probe, fluorescence polarization; AID 492972; inhibition, % at 3.39 µM; Q15102; 340,000 compounds, 0.28% hits;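 active means inhibition above the screen-wide average of all tested compounds plus 3 SD, cut at about 25% in these data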;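 further: 0% = enzyme with DMSO only and 100% = wells lacking PAFAH1B3 protein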
Target sequence (Q15102 whole entry, looked up): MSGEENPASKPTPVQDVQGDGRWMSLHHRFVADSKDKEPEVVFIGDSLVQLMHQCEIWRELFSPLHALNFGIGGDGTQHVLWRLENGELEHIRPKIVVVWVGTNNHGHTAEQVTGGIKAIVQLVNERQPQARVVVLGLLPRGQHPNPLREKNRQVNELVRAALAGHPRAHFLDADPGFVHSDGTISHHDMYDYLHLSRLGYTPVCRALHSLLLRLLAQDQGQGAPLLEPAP
PME-1 primary: blocks human protein phosphatase methylesterase 1 | Q9Y570 | recombinant PME-1, FP-Rh probe fluorescence polarization | inhibition, % at 5.9 µM | 320,000 compounds, 0.53% hits | AID 2130;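 active means inhibition above the campaign mean of all compounds plus 3 SD, cut at about 26% in these data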;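 further: competitive labeling of PME-1 active site by serine hydrolase directed probe; 0% = PME-1 with DMSO and 100% = wells lacking PME-1 enzyme; inhibitors block probe labeling so polarization falls and inhibition rises; many of its hits are not listed in these tables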
Target sequence (Q9Y570 whole entry, looked up): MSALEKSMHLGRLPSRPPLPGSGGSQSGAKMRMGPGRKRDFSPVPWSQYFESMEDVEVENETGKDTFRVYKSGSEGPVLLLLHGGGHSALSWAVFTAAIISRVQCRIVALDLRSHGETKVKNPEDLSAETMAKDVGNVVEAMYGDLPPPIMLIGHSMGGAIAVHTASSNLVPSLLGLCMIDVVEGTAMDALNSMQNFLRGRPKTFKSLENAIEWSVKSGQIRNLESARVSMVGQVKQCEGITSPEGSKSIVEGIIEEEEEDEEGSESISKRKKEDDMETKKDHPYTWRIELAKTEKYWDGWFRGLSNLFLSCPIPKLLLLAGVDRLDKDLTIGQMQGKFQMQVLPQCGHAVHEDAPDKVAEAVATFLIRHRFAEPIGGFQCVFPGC
LYPLA1 counter: counter-screen for PME1 inhibitors: inhibitors of human LYPLA1. inhibition, % at 5.9 µM. 320,000 compounds, 0.16% hits. recombinant LYPLA1, FP-Rh probe fluorescence polarization. O75608. AID 2174;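 active means inhibition above the mean of all tested compounds plus 3 SD, set per campaign, cut at about 14% in these data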;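 further: inhibitors block serine hydrolase probe labeling of LYPLA1 so polarization falls; 0% = enzyme with DMSO and 100% = wells lacking LYPLA1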
Target sequence (O75608 whole entry, looked up): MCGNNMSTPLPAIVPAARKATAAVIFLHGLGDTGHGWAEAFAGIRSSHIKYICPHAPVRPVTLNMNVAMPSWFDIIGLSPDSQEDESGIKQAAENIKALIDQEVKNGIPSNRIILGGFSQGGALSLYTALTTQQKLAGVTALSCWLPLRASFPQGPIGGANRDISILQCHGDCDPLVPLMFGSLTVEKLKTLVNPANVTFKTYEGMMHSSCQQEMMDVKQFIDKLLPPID
pPAFAH inh: inhibitors of human plasma PAF acetylhydrolase (pPAFAH); recombinant pPAFAH, FP-rhodamine probe fluorescence polarization; inhibition, % at 3.39 µM; 330,000 compounds, 1.5% hits; AID 463082;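 active means inhibition above the mean inhibition across the screen plus 3 SD, cut at about 25% in these data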;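 further: inhibitors block binding of the rhodamine activity-based probe so polarization drops; 0% = enzyme with DMSO and 100% = wells lacking pPAFAH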
Starred values were filed as active, the others as inactive; · = no result given.

SMILES	GSTO1 inh	PAD4 inh	PAFAH2 inh	PAFAH1B2 FP inh	Fam108B inh	PAFAH1B3 inh	PME-1 primary	LYPLA1 counter	pPAFAH inh
Cn1c(CCN2CCN(c3ccccc3)CC2)nc2cc(NC(=O)c3ccco3)ccc21	6	0	-6	-1	3	1	-5	-4	2
COc1ccc(NC(=O)Nc2nnc(Cc3ccccc3)s2)cc1	1	-6	4	1	-4	3	0	2	4
O=C(CCNC(=O)Cn1ccc2ccccc2c1=O)NCCC1=CCCCC1	6	-2	2	4	6	17	5	5	-1
CC1CC1C(=O)OCC(=O)Nc1cc(S(=O)(=O)N2CCCCC2)ccc1Cl (stereo not drawn)	·	4	72*	7	·	7	·	·	8
Nc1cccnc1Sc1cccc(Cl)c1	0	-5	-3	1	4	10	-4	1	5
CC1(NC(=S)NCCCCCCNC(=S)NC2(C)CCS(=O)(=O)C2)CCS(=O)(=O)C1 (stereo not drawn)	1	2	4	2	1	5	2	0	2
COc1ccc(N2CCN(C(=O)c3cc(=O)c4cc(C)ccc4o3)CC2)cc1	1	-7	7	0	1	9	-11	-1	4
CC1=C2C(CCS2(=O)=O)CC2(C1)C(=O)OC(C)(C)OC2=O (stereo not drawn)	1	0	4	5	3	0	2	3	0
O=c1[nH]c(=S)c2ncn(-c3ccccc3)c2[nH]1	3	7	·	·	0	·	-1	0	3
Cc1cc(=O)[nH]c(NN=C2CCC(C(C)(C)C)CC2)n1 (stereo not drawn)	7	1	4	9	-1	7	-2	3	-4
CC1(C)S/C(=N/N=C/c2cccs2)NC1=O	3	4	-8	2	3	3	2	0	1
COCCSc1nnc(NS(=O)(=O)c2ccc(C)cc2)s1	5	0	9	3	2	2	-1	1	0
Cc1noc(C)c1NC(=O)Nc1cccc2c1O[C@H](CN(C)S(=O)(=O)c1ccc(F)cc1)[C@@H](C)CN([C@H](C)CO)C2=O	·	6	-11	-2	·	3	·	·	3
CCOc1ccc(-c2csc(C3COc4ccccc4O3)n2)cc1 (stereo not drawn)	1	-4	1	5	1	-1	-5	1	7
CCn1c(SCC(=O)Nc2ccc(S(=O)(=O)Nc3onc(C)c3C)cc2)nnc1-c1ccccc1	3	0	2	6	-3	4	0	-1	2
CCCn1nnnc1NC(=O)c1cccs1	2	-3	-17	3	1	8	4	-1	-1
COc1cc(SSc2cc(OC)cc([N+](=O)[O-])c2N)c(N)c([N+](=O)[O-])c1	11	2	4	5	9	13	6	1	11
Cc1nc2ccc(N=NC3=C(O)CC(C)(C)CC3=O)cc2s1	-4	0	7	-2	-2	6	1	1	3
Cc1ccc(-n2cc(CNCC3CC(=O)N(C4CC4)C3)c(-c3cccc(C)c3)n2)cc1 (stereo not drawn)	-4	1	-5	8	4	-2	1	2	3
Cc1cc(C)nc(SCC2COc3ccccc3O2)n1 (stereo not drawn)	1	8	6	1	2	8	-7	-3	2

Complete entries from above. Screens in order: GSTO1 inh | PAD4 inh | PAFAH2 inh | PAFAH1B2 FP inh | Fam108B inh | PAFAH1B3 inh | PME-1 primary | LYPLA1 counter | pPAFAH inh
Record of O=c1[nH]c(=S)c2ncn(-c3ccccc3)c2[nH]1 → 3 | 7 | · | · | 0 | · | -1 | 0 | 3
Record of Cc1cc(C)nc(SCC2COc3ccccc3O2)n1 (stereo not drawn) → 1 | 8 | 6 | 1 | 2 | 8 | -7 | -3 | 2
Record of CC1(C)S/C(=N/N=C/c2cccs2)NC1=O → 3 | 4 | -8 | 2 | 3 | 3 | 2 | 0 | 1

(more compounds)
SMILES	GSTO1 inh	PAD4 inh	PAFAH2 inh	PAFAH1B2 FP inh	Fam108B inh	PAFAH1B3 inh	PME-1 primary	LYPLA1 counter	pPAFAH inh
COCCCN1CC(=O)N2C(c3ccccc3)c3[nH]c4ccccc4c3C[C@H]2C1=O (stereo partly drawn)	-2	-1	1	1	4	7	-4	0	8
CC(C)(C)NC(=O)NC(=O)COC(=O)c1nc(-c2ccccc2)n(-c2cccc(C(F)(F)F)c2)n1	3	8	0	10	4	-1	0	3	9
CC(=O)c1ccc(S(=O)(=O)N2CCN(C(=O)CN3C(=O)NC4(CCCC4)C3=O)CC2)cc1	5	-2	7	7	-1	2	0	-2	1
Cc1nnnn1CC(=O)Nc1ccccc1[N+](=O)[O-]	3	0	3	5	1	-3	8	2	1
COc1ccc(/C=C/C(=O)NC(=S)Nc2ccc(S(=O)(=O)Nc3cc(C)on3)cc2)cc1	-3	-8	9	3	-7	3	-27	-9	-18
COc1ccc(Cn2c(=O)[nH]c3cc(C(=O)N4CCN(c5ccccc5OC)CC4)ccc3c2=O)cc1	-6	2	6	0	-1	-3	0	-7	1
O=S(=O)(NCc1cn2ccccc2n1)c1cccs1	-1	1	5	-1	1	8	-3	1	1
CCOC(=O)c1c(NC(=O)c2ccnn2C)sc(C)c1C	0	4	9	2	-4	2	-1	1	0
O=C(CC1CCCCC1)NCc1cn2ccsc2n1	4	-3	-1	-1	3	3	-2	-3	4
CCn1c(COc2ccccc2)nnc1SCC(=O)NC1CCCCC1	6	1	1	3	4	-3	-3	0	6
COC(=O)CNC(=O)c1c(-c2c(Cl)cccc2Cl)noc1C	1	1	12	4	0	-1	2	1	0
Cc1cc(C)c2nc(N3CCC(C(=O)NCCCN4CC(C)CC(C)C4)CC3)sc2c1 (stereo not drawn)	1	-1	-1	1	0	-2	1	0	7
CC(C)=CCC(C)(C)C1OCCN1C(=O)c1ccccc1 (stereo not drawn)	0	-6	1	3	2	6	-4	-1	-1
COc1cccc(/C=N/Nc2ncnc3scc(-c4ccccc4)c23)c1O	-11	-7	7	1	23*	17	17	1	15
CCN(CC)CCNC(=O)c1cc(Br)c(N)cc1OC	3	2	1	2	-4	10	3	1	0
CC(=O)N1C(=O)C2(C(C#N)=C(N)Oc3c2c(C)nn3-c2ccccc2)c2ccccc21 (stereo not drawn)	30	-1	8	0	4	5	-5	0	3
N#CCC(=O)Nc1ccc(C(=O)OCC(=O)c2c[nH]c3ccccc23)cc1	·	-5	-11	-11	·	-20	·	·	-14
C[C@H](N)c1nnc(SCc2ccc(Cl)cc2Cl)o1	3	4	-5	12	-3	6	1	0	2
CCOc1ccc2nc(NC(=O)COc3ccc(N(C)S(=O)(=O)c4ccc(C)cc4)cc3)sc2c1	-4	3	-23	1	-16	1	12	-1	-3
CC(=O)NC(Cc1cccc(C)c1)C(=O)NC1CCN(c2ncccc2[N+](=O)[O-])CC1 (stereo not drawn)	8	-1	0	5	-5	2	-4	0	4
NC1=NC[C@H](Cc2ccc(O)cc2)N1CCCCC1CCCCC1	-7	-1	-1	5	3	-1	0	4	2
CC(=O)C1=C(O)C(=O)N(C)C1c1ccccc1[N+](=O)[O-] (stereo not drawn)	14	-2	4	1	-3	8	-2	-6	-4
Cc1ccc(S(=O)(=O)N(C)c2ccc(OCC(=O)Nc3nc4c(ccc5ccccc54)s3)cc2)cc1	-31	2	-50	-19	-38	-31	-12	-19	-1
O=C(CNS(=O)(=O)c1cccc(Br)c1)NCCCc1ccccc1	6	-3	-2	15	1	3	-3	0	-1
CCOC(=O)N1CCN(C(=O)C2CCN(S(=O)(=O)N(CC)CC)CC2)CC1	-4	0	10	2	-3	10	0	1	5
COc1ccc(-c2[nH]ncc2CN2CCN(c3ccc(F)cc3)CC2)cc1	2	-3	5	6	1	0	0	-4	3
O=C(NC(=S)Nc1cc([N+](=O)[O-])ccc1O)c1ccc2c(c1)OCO2	-49	1	14	18	5	21	15	5	29*
O=S(=O)(c1ccc(Br)cc1)c1nc(-c2ccccc2)oc1NCc1cccnc1	4	-6	12	1	1	-1	8	-4	1
Cc1cc(C)n(C(CC(=O)N2CCc3ccccc3C2)C(=O)O)n1 (stereo not drawn)	2	-5	-5	1	0	2	1	0	0
O=C(CN1C(=O)NC(c2ccccc2)(c2ccccc2)C1=O)Nc1cccnc1Cl	7	-7	0	3	-2	12	0	2	3
Cc1ccc(C(=O)Nc2ccc(Cl)cn2)cc1S(=O)(=O)N1CCOCC1	5	2	8	5	2	12	-5	0	2
CCc1ccc(S(=O)(=O)NCc2csc(C)n2)s1	4	2	1	0	5	6	2	0	6
Cc1cc(C(=O)OCC(=O)N2CCc3ccccc32)c(C)o1	9	-3	10	0	1	7	0	-3	2
COc1ccccc1N(CC(=O)NC1CCCCC1)C(=O)CCC(=O)Nc1nccs1	9	-2	-3	5	-1	0	4	4	5
COC(=O)Cc1c[nH]c2ccc(OCC(O)CNC(C)C)cc12 (stereo not drawn)	-3	-2	7	4	0	5	2	5	4
O=c1c2c(c(-c3ccccc3)nn1Cc1ccccc1)CCCC2	1	3	3	1	-4	6	9	5	8
COc1ccc(OC)c(/C=N/N=C2\SCC(=O)N2Cc2ccco2)c1	-1	4	3	3	-1	2	0	-3	7
CCOC(=O)C/C(C)=N/NC(=O)CNc1cccc(Cl)c1C	-5	-5	72*	3	0	-1	-1	0	-2
COc1ccc(-c2nnc(SCC(=O)N3CCOCC3)o2)cc1OC	5	-7	0	6	-2	5	-3	0	-1
CCCCOc1ccc(C(=O)Nc2ccc3c(c2)C(=O)NC3=O)cc1	0	2	-1	-7	2	2	1	-3	-4
CN(C)S(=O)(=O)N1CCN(CC(O)COc2ccc3cc(Br)ccc3c2)CC1 (stereo not drawn)	1	-6	1	5	2	3	1	-4	22
O=C(Cc1ccc(F)cc1)N[C@@H]1c2ccccc2CC[C@H]1OCc1ccccc1	·	2	-5	8	·	-1	·	·	-6
CCC(=O)c1ccc(N2CCN(S(=O)(=O)c3ccccc3)CC2)c(F)c1	-4	3	2	3	0	8	6	0	5
Cc1ccc(SC(c2ccccc2)C(Cn2cncn2)C(=O)c2ccccc2)cc1 (stereo not drawn)	-1	-1	-6	4	-1	10	1	1	3
Cc1nn(-c2ccccc2)c(C)c1C(=O)Nc1nnc(-c2ccco2)o1	15	6	5	6	0	9	-8	-2	5
Cc1ccc(N2CC(C(N)=O)CC2=O)cc1 (stereo not drawn)	3	1	-2	4	5	3	0	1	0
O=C(O)CCc1ccc(-c2ccc(Cl)cc2)n1CC(=O)Nc1ccccc1	1	0	-2	4	-1	8	-3	-1	3
CC1CCN(CCCNC(=O)CN2C(=O)CSc3ccc(S(=O)(=O)N4CCOCC4)cc32)CC1	-1	0	8	-1	0	5	-3	2	8
CCOC(=O)c1ccc(S(=O)(=O)N2CCN(CC3CC=CCC3)CC2)cc1 (stereo not drawn)	2	-4	2	1	0	-5	0	-2	2
CCCCC1(Cc2ccc([N+](=O)[O-])cc2)C(=O)N(c2ccccc2)N(c2ccccc2)C1=O	-1	3	3	-2	3	1	-5	-2	4
Cc1ccc2oc(=O)c3cnn(CC(=O)NCCc4ccsc4)c3c2c1	0	1	3	4	-2	0	-3	-6	6
CCCCCCc1cc2cc(S(=O)(=O)c3ccc(F)cc3)c(=O)oc2cc1O	-8	-5	8	1	4	2	-3	-5	14
COC(=O)[C@H](CCSC)NC(=O)NCCC1=CCCCC1	0	-2	8	4	-5	4	2	-1	1
Cc1cccc(C(=O)NCCN2CCN(c3ccccc3)CC2)c1	7	0	3	3	0	-1	-3	3	4
O=C(COC(=O)c1ccccc1)c1ccc(Br)cc1	-3	0	5	0	-2	-1	-4	0	3
CCCSc1nc2c(cnn2-c2ccc(Cl)cc2)c(=O)[nH]1	-1	-6	5	3	-2	3	0	-1	-3

This is a subset (hit frequency here may not be typical).
